Screening results as filed in PubChem.
Cneo AK release – Cryptococcus neoformans lysis via adenylate kinase release | AID 651654 | C. neoformans lysis, adenylate kinase release luminescence, 4 h; normalised: neutral wells 0, clomiphene wells 100 | 360,000 tested, 0.2% active | lysis activity, % at 15 µM;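 active = mean lysis activity across replicates of at least 80%, whatever share of replicates individually reach that level; inactive = mean lysis activity below 80%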
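Assay system: log-phase C. neoformans yeast / Quantity: yeast cell density of 5 × 10^6 cells/mL / Medium: fresh YPD growth medium / Compound: single dose / Timing: static 4 h at 37 °C with compound, 1 h detection / Measured by: adenylate kinase release luminescence / Read-out: lysis from increased AK signal / Benchmarks: Clomiphene as positive lysis control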
S100A4 MyoIIA – blocks human S100A4 binding to myosin IIA peptide; 360,000 tested, 0.14% active; inhibition, % at 10.7 µM; S100A4/TAMRA-MyoIIA peptide fluorescence polarization; P26447;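 active = mean inhibition of at least 70% across replicates, with every replicate also reaching that level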
Target sequence (P26447 whole entry, looked up): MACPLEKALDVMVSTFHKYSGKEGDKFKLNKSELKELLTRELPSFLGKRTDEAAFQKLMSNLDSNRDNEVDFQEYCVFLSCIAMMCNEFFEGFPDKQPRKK
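incubation = readout 5 min after mixing, signal stable up to 60 min | system = S100A4 monomer protein | buffer or medium = HEPES pH 7.2 with CaCl2, KCl, NaCl, DTT, Triton | benchmarks = neutral control DMSO, positive control TFP | also added = fluorescent myosin IIA peptide, 5 nM | compound dosing = one concentration per compound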
PGC1a acetyl inh – lowers PGC1a acetylation signal in U2OS cells | AlphaScreen anti-acetyl-lysine; with virally co-expressed GCN5 acetyltransferase | inhibition, % at 15.6 µM | 350,000 tested, 0.17% active;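 active = every replicate shows inhibition of at least 40%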;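 note: 0% = neutral control wells and 100% = positive control wells; some results beyond the cut were filed as inactive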
Statin myotox sup – suppressors of simvastatin-induced myotoxicity in C2C12 myotubes. ATP luminescence, 48 h; scaled: DMSO 0, geranylgeraniol control 100. rescue of ATP level, % at 7.49 µM. 330,000 tested, 0.78% active;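 active = mean ATP rescue above about 67%, or every replicate alone reaching that limit, limit read from the data, passing the limit was not always enough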;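 note: myotubes were challenged with 10 µM simvastatin during compound exposure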
LGR2 antag – blocks bursicon-induced cAMP signaling via Drosophila LGR2. HEK293 LGR2, CRE-luciferase, bursicon-stimulated, 4 h. inhibition, % at 9.99 µM. 380,000 tested, 0.35% active;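 active = drop in luminescence signal, shown as inhibition above about 50% in the replicate tests, limit read from the data, passing the limit was not always enough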;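 note: agonist challenge used bursicon conditioned medium at about half maximal strength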
Xi reactivation – reactivates the inactive X chromosome in mouse fibroblasts; activation, % at 7.58 µM; 360,000 tested, 0.055% active; XiGFP mouse fibroblasts, % GFP-positive cells imaging, 3 d; cells co-treated with 5-aza-dC sensitizer; scaled so ellipticine positive control = 100%;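 active = mean normalized replicate activation at least 10% and every replicate at or above 10%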;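 note: 0% = median of on-plate neutral control wells and 100% = ellipticine 6 µM median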
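Assay system – SV40-immortalized XiGFP fibroblast cells, line 68-5-11 · Buffer or medium – DMEM supplemented with 5-aza-dC as sensitizing agent · Dosing – one concentration, pinned · Benchmarks – positive control ellipticine, 6 µM final · Times – 3 days compound exposure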
SIRT5 inh – inhibitors of human sirtuin-5 desuccinylase; Q9NXA8; Purified SirT5, succinyl-peptide AMC, trypsin-coupled fluorescence; AID 652115; inhibition, % at 15 µM; 330,000 tested, 1.1% active; in the data active = inhibition above about 15%
ERAP1 HTS inh – inhibitors of human ERAP1 aminopeptidase | recombinant ERAP1, Leu-AMC fluorescence, 60 min | inhibition, % at 10.7 µM | 340,000 tested, 0.15% active | Q9NZ08;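 active = mean replicate inhibition of at least 30%, or all replicates individually reaching that 30% level; inactive = mean below 30% and not every replicate reaching it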;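 note: 0% = neutral control wells and 100% = L-leucinethiol positive control wells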
Target sequence (Q9NZ08 whole entry, looked up): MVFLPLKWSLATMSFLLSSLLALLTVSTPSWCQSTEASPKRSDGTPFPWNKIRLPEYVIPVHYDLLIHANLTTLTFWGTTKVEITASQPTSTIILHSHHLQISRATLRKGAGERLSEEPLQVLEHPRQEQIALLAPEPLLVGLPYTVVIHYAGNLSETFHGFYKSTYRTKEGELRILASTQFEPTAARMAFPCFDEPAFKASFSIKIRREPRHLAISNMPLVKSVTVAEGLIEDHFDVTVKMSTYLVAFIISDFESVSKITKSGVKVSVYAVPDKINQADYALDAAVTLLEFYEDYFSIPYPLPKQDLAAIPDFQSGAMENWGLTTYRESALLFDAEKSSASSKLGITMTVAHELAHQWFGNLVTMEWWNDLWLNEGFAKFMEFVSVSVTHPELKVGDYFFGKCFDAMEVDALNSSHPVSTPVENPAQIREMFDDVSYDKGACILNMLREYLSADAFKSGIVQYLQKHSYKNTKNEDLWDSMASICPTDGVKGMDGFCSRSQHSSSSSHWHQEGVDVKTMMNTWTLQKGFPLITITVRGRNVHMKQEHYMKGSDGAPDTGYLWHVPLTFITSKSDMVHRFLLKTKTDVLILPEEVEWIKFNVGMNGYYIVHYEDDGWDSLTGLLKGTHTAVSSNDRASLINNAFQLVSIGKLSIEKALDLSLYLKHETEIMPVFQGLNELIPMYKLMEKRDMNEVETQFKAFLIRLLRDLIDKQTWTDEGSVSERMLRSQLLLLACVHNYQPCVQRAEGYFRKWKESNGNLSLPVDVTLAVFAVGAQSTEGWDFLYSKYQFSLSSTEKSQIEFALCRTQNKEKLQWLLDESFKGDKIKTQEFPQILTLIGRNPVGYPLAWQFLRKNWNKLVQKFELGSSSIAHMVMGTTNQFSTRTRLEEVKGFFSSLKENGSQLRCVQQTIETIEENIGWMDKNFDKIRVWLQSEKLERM
An asterisk follows results filed as active; . = not tested or not shown; & = joins results of further samples; ! = not confirmed by another sample. This is a subset; rates above refer to the full screens.

SMILES	Cneo AK release	S100A4 MyoIIA	PGC1a acetyl inh	Statin myotox sup	LGR2 antag	Xi reactivation	SIRT5 inh	ERAP1 HTS inh
Cn1c(SCC(=O)Nc2cc(C(C)(C)C)nn2-c2ccccc2)nc2ccccc21	.	6	.	.	9	0.0	-2	-2
O=C(C[C@H]1C[C@H]2c3cc(NC(=O)c4cccnc4)ccc3O[C@H]2[C@H](CO)O1)NC1CCCCC1	-1	-2	-2	-3	-4	0.1	-2	-1
CCSc1ncccc1C(=O)N[C@@H](CCSC)C(=O)OC	0	-9	-2	.	2	0.0	-3	-4
COc1ccc(CNC(=O)C[C@H]2CC[C@@H]3[C@H](COc4ccc(NC(=O)C5CC5)cc4C(=O)N3C)O2)cc1	-9	25	-4	3	-15	0.1	-2	2
CS(=O)(=O)Nc1ccccc1C(=O)Nc1ccccc1C(=O)N1CCCC1	3	-7	4	5	-11	0.5	-3	1
CCCS(=O)(=O)NC(=O)C1(C)CCCN(C(=O)c2cc(C)n(C(C)(C)C)n2)C1 (centres undefined)	1	0	-1	-3	-21	0.0	.	4
Nc1ccccc1SCc1cn2cccnc2n1	-3	-1	0	-6	-45	0.1	.	.
CC(OC(=O)C1CCN(c2ccc(C(F)(F)F)cn2)CC1)C(=O)Nc1ccc(S(N)(=O)=O)cc1 (centres undefined)	3	-12	.	10	-6	0.2	0	-2
CC(=O)c1ccc(-c2ccc(C(=O)Nc3nc(-c4ccccn4)cs3)o2)cc1	1	2	.	-46	-1	0.0	-4	-2
CCOc1ncccc1C(=O)OCC(=O)c1ccc(OC)c(OC)c1	.	-5	0	.	-36	-0.1	.	-3
COCCn1c(=N)c(S(=O)(=O)c2ccc(F)cc2)cc2c(=O)n3cccc(C)c3nc21	2	-1	-3	-3	-13	0.0	-4	-15
C[C@@H]1CN([C@@H](C)CO)C(=O)c2cc(NS(=O)(=O)c3ccc(F)cc3)ccc2O[C@@H]1CN(C)Cc1ccc(C(F)(F)F)cc1	9	0	-8	26	-5	0.1	7	-1
Nc1[nH]c(C(=O)c2ccc(Cl)cc2)c(-c2ccc(Br)cc2)c1C(=O)c1c[nH]c2ccc(F)cc12	.	2	.	.	6	-0.1	.	1
O=C(C1CCCO1)N(c1ccc(F)cc1)C1C=CS(=O)(=O)C1 (centres undefined)	.	-2	5	.	-8	-0.1	2	0
COc1ccc([C@H]2N[C@]3(CCCN(Cc4ccccc4)C3=O)[C@H]3C(=O)N(C)C(=O)[C@@H]23)cc1	-1	-6	.	6	17	-0.1	-4	10
Cc1cc(C(=O)Nc2cccc3c2O[C@H](CN(C)Cc2ccccc2)[C@H](C)CN([C@H](C)CO)C3=O)n(C)n1	2	8	.	5	18	-0.4	-5	2
Cc1ccc(S(=O)(=O)Nc2ccc3c(c2)CC(=O)N([C@H](C)CO)C[C@H](C)[C@H](CN(C)CC2CC2)O3)cc1	0	4	4	7	1	-1.0	-4	1
CN(C)CC(=O)Nc1ccc2c(c1)[C@H]1C[C@@H](CC(=O)NCC3CC3)O[C@H](CO)[C@H]1O2	-1	-2	2	-1	-2	0.4	2	3
COc1ccc(NC(=O)CC2Oc3ccccc3NC2=O)cc1 (centres undefined)	2	1	2	-7	-5	0.1	.	.
CCc1cc2c(nc1CC)CCCN2S(=O)(=O)c1ccc(C#N)cc1	.	-3	.	.	4	0.1	.	-3
CSCCNC(=O)C1(C)CCN1C(=O)c1cc(C)n(C)n1 (centres undefined)	-1	-3	2	8	18	0.0	.	-1
COc1ccc(NC(=O)Nc2ccc3c(c2)C(=O)N([C@@H](C)CO)C[C@@H](C)[C@H](CN(C)S(=O)(=O)c2ccccc2)O3)cc1	-4	2	-1	.	3	0.0	2	-1
CC(=O)c1ccccc1OC(=O)c1ccco1	11	.	-1	13	9	.	.	.
C[C@@H]1CN([C@@H](C)CO)C(=O)c2c(c3ccccc3n2C)-c2ccccc2CO[C@@H]1CN(C)C(=O)CCC(F)(F)F	0	3	-16	0	13	1.7	-3	1
O=C(NCc1ccco1)C1CC(c2ccccc2C(F)(F)F)=NO1 (centres undefined)	-1	-6	.	-14	10	0.0	-2	-1
COc1ccc(OC)c(Nc2nc(NCCO)c3ccccc3n2)c1	-1	-4	0	-38	-20	0.1	4	0
Cc1ccc(C(C)(C)C)cc1S(=O)(=O)Nc1ncnc2sccc12	.	-1	2	3	-20	-0.4	1	0
CC(=O)Nc1ccc2c(c1)NC(=O)CC2	.	0	.	.	-3	0.1	-6	2
CC(=O)N1CCN(C(=O)c2ccc(Cl)c(S(=O)(=O)N3CCCCCC3)c2)CC1	0	-1	-10	11	-18	0.0	-3	1
COCCNC(=O)CSc1nc2nn(-c3ccccc3)c(=O)c-2c2n1CCCCC2	0	2	6	3	3	0.0	1	1
Cc1ccc(S(=O)(=O)N2CCN(C(=O)c3ccccc3OCc3c(C)noc3C)CC2)cc1C	.	-8	.	.	-2	0.2	-1	-2
COc1cc2c(cc1OC)-c1nnc(C)n1C1(CCCC1)C2	0	3	3	-5	3	0.0	-1	-5
COc1ccc(Cn2c(O)c(C=Nc3ccccc3)c3ccccc3c2=O)cc1	.	-2	.	.	-26	0.5	2	6
CC(C)NC(=O)Nc1ccc2c(c1)C(=O)N([C@@H](C)CO)C[C@@H](C)[C@@H](CN(C)C(=O)Nc1ccc3c(c1)OCO3)OCCCC[C@H](C)O2	2	-8	-8	.	8	0.2	-5	3
O=C(CSc1cccc[n+]1[O-])Nc1cc([N+](=O)[O-])ccc1Cl	.	5	5	-4	1	0.4	-4	4
CCN(CCO)C(=O)c1ccc2oc(Cc3ccc(Cl)cc3)nc2c1	-1	-1	13	-9	9	0.1	2	3
CCCNC(=O)Nc1ccc2c(c1)OC[C@H](C)N(Cc1cncnc1)C[C@H](C)[C@H](OC)CN(C)C2=O	5	2	2	-3	-16	0.3	-13	-2
O=[N+]([O-])c1cc([N+](=O)[O-])c2n[nH]c(-c3ccccc3)c2c1	.	1	15	.	7	0.3	5	-4
CCCCN(C(=O)C1CC(=O)N(Cc2ccc(C)cc2)C1)c1c(N)n(CCCC)c(=O)[nH]c1=O (centres undefined)	0	-8	.	-3	-5	-0.1	1	-3
COc1cc(/C=C2\CCCc3c2nc2ccccc2c3C(=O)O)cc([N+](=O)[O-])c1O	-3	5	.	2	12	0.1	11	5

Complete entries as entered above. Order of values: Cneo AK release | S100A4 MyoIIA | PGC1a acetyl inh | Statin myotox sup | LGR2 antag | Xi reactivation | SIRT5 inh | ERAP1 HTS inh
`CS(=O)(=O)Nc1ccccc1C(=O)Nc1ccccc1C(=O)N1CCCC1` in the list: 3 | -7 | 4 | 5 | -11 | 0.5 | -3 | 1
`CC(=O)Nc1ccc2c(c1)NC(=O)CC2` in the list: . | 0 | . | . | -3 | 0.1 | -6 | 2
`CCCCN(C(=O)C1CC(=O)N(Cc2ccc(C)cc2)C1)c1c(N)n(CCCC)c(=O)[nH]c1=O` (centres undefined) in the list: 0 | -8 | . | -3 | -5 | -0.1 | 1 | -3
`CC(OC(=O)C1CCN(c2ccc(C(F)(F)F)cn2)CC1)C(=O)Nc1ccc(S(N)(=O)=O)cc1` (centres undefined) in the list: 3 | -12 | . | 10 | -6 | 0.2 | 0 | -2
`COc1ccc(CNC(=O)C[C@H]2CC[C@@H]3[C@H](COc4ccc(NC(=O)C5CC5)cc4C(=O)N3C)O2)cc1` in the list: -9 | 25 | -4 | 3 | -15 | 0.1 | -2 | 2

Continued.
SMILES	Cneo AK release	S100A4 MyoIIA	PGC1a acetyl inh	Statin myotox sup	LGR2 antag	Xi reactivation	SIRT5 inh	ERAP1 HTS inh
CC(Oc1ccc(F)cc1)C(=O)Nc1cc(S(=O)(=O)N2CCOCC2)ccc1N1CCCC1 (centres undefined)	3	-4	.	7	9	0.4	1	-5
C[C@H](CO)N1C[C@H](C)[C@H](CN(C)C(=O)NC2CCCCC2)OCCCC[C@H](C)Oc2ccc(NS(=O)(=O)c3ccc(Cl)cc3)cc2C1=O	50	1	7	.	1	0.0	8	0
O=C(Cc1cccc2ccccc12)NNC(=O)c1ccc(Br)o1	-3	2	-13	18	10	0.1	2	5
Cc1ccc(NC(=O)NCC2CCN(Cc3cccc(Cl)c3)CC2)cc1Cl	15	0	-9	-305	6	-0.2	-3	-1
COc1ccc(N2C(=O)CC(N3CCN(C(=O)c4ccco4)CC3)C2=O)cc1 (centres undefined)	.	2	-1	0	-6	0.0	-1	-3
O=C(NCCc1cccs1)c1ccc(CS(=O)Cc2ccc(Cl)cc2)o1 (centres undefined)	-1	-4	-3	18	2	-0.1	1	4
COC(=O)C[C@H]1c2cc(C(F)(F)F)ccc2S(=O)(=O)N1C1CCCCC1	1	.	-9	.	-6	0.0	.	.
C[C@@H]1CN([C@@H](C)CO)C(=O)Cc2cc(NS(=O)(=O)c3ccc(Cl)cc3)ccc2O[C@H]1CN(C)Cc1ccc2c(c1)OCO2	2	-4	-18	99*	7	-0.2	15	-2
CCOC(=O)C1=C(C)OC(N)=C(C(=O)OCC)C1c1cccnc1 (centres undefined)	2	.	-13	53	6	.	.	.
O=C(Nc1ncccc1O)c1ccc(Cl)c(S(=O)(=O)N2CCCCC2)c1	.	1	8	-1	-19	0.0	-2	-1
O=C(c1cccnc1)N1N=C(c2cccs2)CC1c1ccc(F)cc1 (centres undefined)	.	7	.	.	-16	0.0	-1	5
CC1CCC2(CC1)NC(=O)N(CC(=O)NCc1ccco1)C2=O (centres undefined)	1	10	5	3	2	0.0	.	0
COc1ccc(OCCC(=O)Nc2nccs2)cc1	.	0	-16	.	4	0.1	-6	7
NS(=O)(=O)c1cc(C(=O)OC2CCOC2=O)ccc1Cl (centres undefined)	31	-8	7	0	7	0.1	-2	-5
Cn1c(SCc2ccccc2)nc(N)c(N=O)c1=O	0	6	-10	.	18	0.2	1	1
CC(=O)Nc1cccc(-c2cn3ccccc3n2)c1	.	-3	.	.	-31	0.0	-7	-1
O=C1OCCN1/N=C/c1ccc([N+](=O)[O-])o1	-1	-9&-1	-7	0	8	-0.1	-1	0
CCn1cc(C(=O)Nc2ccc(NC(=O)c3ccco3)cc2)c(=O)c2ccc(C)nc21	1	3	-5	.	1	0.0	-1	7
Cc1ccccc1C(=O)N[C@H](C(=O)OCC(=O)c1ccc[nH]1)C(C)C	1	1	-7	4	-2	0.4	-1	0
C[C@@H]1CN([C@H](C)CO)S(=O)(=O)c2ccc(C#C[C@@H](C)O)cc2O[C@@H]1CN(C)Cc1ccc(-c2ccccc2)cc1	0&6	-1&-2&4	-29&-33&-22	15&-13&15	-5&2	0.0&-0.8	27*!	-2&0&0
C[C@@H]1CN([C@H](C)CO)C(=O)c2cc(NC(=O)Nc3ccc4c(c3)OCO4)ccc2O[C@@H](C)CCCCO[C@@H]1CN(C)S(=O)(=O)c1ccc(F)cc1	-7	-2	8	.	10	0.3	11	-1
C=CCN(c1ccccc1)S(=O)(=O)c1cccc(C(=O)NC2CCC(O)CC2)c1 (centres undefined)	1	-1	-8	3	-1	-0.1	6	5
COc1ccc(-c2ccc(SCC(=O)c3cccs3)nn2)cc1	.	3	5	.	-61	0.0	-2	2
O=C(C[C@@H]1CC[C@H]2[C@@H](COC[C@H](O)CN2S(=O)(=O)c2ccc(Oc3ccccc3)cc2)O1)Nc1ccccc1	1	4	-8	-10	1	0.2	7	1
